# Source: PubChem (National Center for Advancing Translational Sciences (NCATS))
# FBPA coupling cs – counter-screen for Giardia aldolase inhibitors: coupling enzyme system | AID 2472 | activity change, negative = inhibition, % at 58.2 µM, hits read low | actives 0.67% (n = 290,000) | coupling enzyme system counterscreen, AmpLite Red fluorescence; in the data active = activity change below about -30%; note: % is set by controls: 0 for no effect and ±100 for the full control effect
#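 Activity here indicates interference with the coupling reaction, not aldolase inhibition. Compounds at 57.5 uM final met coupling enzymes for 10 min at RT; substrate and AmpLite Red detection followed, with a 525/598 nm fluorescence read after 20 min.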
# uPA generation – cell surface uPA generation inhibition. cell surface uPA generation assay, qHTS. Potency, µM (top dose mostly 38.3 µM), without a hit: at the top dose activity change, negative = inhibition, most hits filed as inhibitors. actives 0.31% (n = 330,000). AID 540303; active = well fitted inhibition curve with a large enough effect; inconclusive = small, poorly fitted or top-dose-only effect; inactive = no such curve, though single readings can be large or run the other way; tested in mouse RAW 264.7 cells; note: potency is the fitted concentration of half-maximal effect; % is set by controls: 0 for no effect and ±100 for the full control effect; nearly all actives have a fitted effect of over 55% in size
# FLuc modulator – firefly luciferase modulation, counter-screen for miR-21 project; P08659; purified FLuc, Km substrates, luminescence inhibition; Potency, µM (titrated, usually from 57.5 µM), for inactives: at the top dose activity change, negative = inhibition, usual class: inhibitors; actives 6.9% (n = 360,000);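 note: potency is the fitted concentration of half-maximal effect; plate controls were vehicle for no effect and reference inhibitor for full effect; nearly all actives have a fitted effect of over 55% in size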
# Target sequence (P08659 whole entry, looked up): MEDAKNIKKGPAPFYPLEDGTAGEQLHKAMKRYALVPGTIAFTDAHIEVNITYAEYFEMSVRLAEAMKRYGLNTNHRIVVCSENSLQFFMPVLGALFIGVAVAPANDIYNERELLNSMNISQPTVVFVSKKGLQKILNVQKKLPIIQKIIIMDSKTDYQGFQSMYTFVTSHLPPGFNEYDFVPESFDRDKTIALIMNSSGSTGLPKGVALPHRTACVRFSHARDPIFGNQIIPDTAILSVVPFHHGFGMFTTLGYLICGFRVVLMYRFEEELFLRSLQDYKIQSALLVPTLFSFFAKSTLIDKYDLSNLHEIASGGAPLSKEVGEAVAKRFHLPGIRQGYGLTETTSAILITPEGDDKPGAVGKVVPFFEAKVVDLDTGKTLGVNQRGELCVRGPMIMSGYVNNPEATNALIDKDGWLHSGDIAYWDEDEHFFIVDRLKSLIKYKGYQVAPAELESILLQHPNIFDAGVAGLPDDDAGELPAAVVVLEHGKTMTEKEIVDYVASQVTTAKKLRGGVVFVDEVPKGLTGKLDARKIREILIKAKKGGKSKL
#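 Purified P. pyralis luciferase, 10 nM final, with Km-level 10 uM D-luciferin and 10 uM ATP in 50 mM Tris acetate pH 7.5, 10 mM Mg acetate, 0.01% Tween-20, 0.05% BSA; 6-point qHTS titration about 60 µM downward; luminescence read.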
# ELG1 genotoxic – genotoxicity induction in ELG1-luciferase HEK293T cells | HEK293T ELG1-luciferase reporter, luminescence, 16 h | Potency, µM (highest dose often 46 µM), without a hit: at the top dose activity change, positive = activation, usual class: activators | actives 1.3% (n = 330,000); note: potency is the fitted concentration of half-maximal effect; % of control where 0% means no effect; nearly all actives have a fitted effect of over 60% in size
#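 Quantitative HTS format in 1536-well plates. HEK293T ELG1-luciferase reporter cells receive test compound and are incubated 16 hr at 37 °C, 5% CO2; ONE-Glo added, 30 min room temperature, then luminescence read.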
# Giardia kill – kills Giardia lamblia | Giardia lamblia trophozoite viability | activity change, % at 7.66 µM, hits read low | actives 0.15% (n = 340,000) | AID 540267; in the data active = activity change below about -80%; inconclusive = between about -30% and that limit;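 note: parasites exposed to compound for two days anaerobically before the ATP read; % is set by controls: 0 for no effect and ±100 for the full control effect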
#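 ATP-content bioluminescence gauges trophozoite survival. Cells (100/well) receive compound and incubate anaerobically for 48 hrs at 37 deg C; detection reagent follows for 15-30 min at room temperature.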
# RORgamma inh – blocks mouse ROR gamma transcriptional activity; P51450; Drosophila S2 Gal4-RORgamma UAS-luciferase reporter, 20 h; Potency, µM (series often up to 53.6 µM), for the others: at the top dose activity change, negative = inhibition, hits mostly inhibitors; actives 5.4% (n = 310,000); note: potency is the fitted concentration of half-maximal effect; % is set by controls: 0 for no effect and ±100 for the full control effect; nearly all actives have a fitted effect of over 60% in size
# Target sequence (P51450 whole entry, looked up, the tested form may be a part): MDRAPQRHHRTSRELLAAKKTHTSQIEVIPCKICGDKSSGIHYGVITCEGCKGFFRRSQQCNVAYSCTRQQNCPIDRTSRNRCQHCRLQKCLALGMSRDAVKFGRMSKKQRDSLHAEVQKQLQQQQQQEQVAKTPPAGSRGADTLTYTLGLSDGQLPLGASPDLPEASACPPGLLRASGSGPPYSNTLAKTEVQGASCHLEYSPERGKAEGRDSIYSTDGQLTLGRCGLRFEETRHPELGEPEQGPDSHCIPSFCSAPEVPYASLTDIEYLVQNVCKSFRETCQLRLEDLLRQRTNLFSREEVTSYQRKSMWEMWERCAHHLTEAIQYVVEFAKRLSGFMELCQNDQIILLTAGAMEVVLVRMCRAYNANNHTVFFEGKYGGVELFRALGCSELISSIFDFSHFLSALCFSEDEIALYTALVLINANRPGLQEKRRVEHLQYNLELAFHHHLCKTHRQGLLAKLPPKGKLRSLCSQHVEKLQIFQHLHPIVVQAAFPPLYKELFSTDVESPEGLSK
#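 Schneider cells (Drosophila), stable Gal4 DBD–ROR gamma + UAS-luc; 1 hr cmpd preincubation; Cu2+ induction 700 uM final; 20 hr ambient; luminescence.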
# NPC1 promoter act – activators of NPC1 promoter; Huh7 NPC1 promoter luciferase reporter, 24 h; Potency, µM (doses to about 9.22 µM), for inactives: top-dose activation, hits mostly activators; actives 2.4% (n = 320,000);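 note: potency is the fitted concentration of half-maximal effect; % of control where 0% means no effect; nearly all actives have a fitted effect of over 60% in size; reporter is driven by a mutant NPC1 promoter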
#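 Quantitative HTS used a cell-based reporter: Huh7 cells stably bearing the NPC1 promoter upstream of luciferase were treated with compounds for 24 h, and promoter activation was read as luminescence.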
# Gal4-VP16 FLuc – inhibits Gal4-VP16 luciferase reporter, ROR gamma counter-screen. Drosophila S2 Gal4-VP16 UAS-luciferase, luminescence, 20 h. Potency, µM (series often up to 53.6 µM), without a hit: top-dose activity, negative = inhibition, most hits filed as inhibitors. actives 3.5% (n = 310,000);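 note: Gal4-VP16 expression switched on by copper sulfate through the metallothionein promoter; potency is the fitted concentration of half-maximal effect; % is set by controls: 0 for no effect and ±100 for the full control effect; nearly all actives have a fitted effect of over 50% in size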
# Rab9 promoter act – activators of Rab9 promoter | Huh7 Rab9 promoter-luciferase reporter, luminescence, 24 h | Potency, µM (series often up to 9.22 µM), without a hit: top-dose activation, negative = inhibition, actives largely listed as activators | actives 2.8% (n = 320,000); note: potency is the fitted concentration of half-maximal effect; % of control where 0% means no effect; nearly all actives have a fitted effect of over 60% in size
#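 Huh7 cells stably carrying a Rab9 promoter-luciferase reporter, 1500 cells per well in OP-MEM I with 10% FBS, treated with compound 24 hours at 37C. Luciferase activity read by luminescence after 10 minutes with Amplite reagent.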
# Tb PFK block – T. brucei PFK enzyme inhibition; O15648; T. brucei PFK, ADP-Glo luminescence; Potency, µM (top dose mostly 57.5 µM), for inactives: at the highest dose activity, negative = inhibition, hits mostly inhibitors; actives 0.17% (n = 330,000);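 note: potency is the fitted concentration of half-maximal effect; 0% = uninhibited 1x PFK enzyme wells and -100% = no-enzyme wells; nearly all actives have a fitted effect of over 60% in size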
#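 In TEA buffer at pH 8.0 with 5 mM MgCl2, enzyme (1.25 nM) converted F6P (0.5 mM) and ATP (0.1 mM) for 45 min at room temperature. ADP product was read by luciferase luminescence.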
# KCNH2 3.1 inh – KCNH2 3.1 (human) potassium channel inhibition; U2OS KCNH2 3.1, thallium flux FluxOr; hits give low values; activity change, % (tested at about 1.8 µM); actives 0.95% (n = 340,000); AID 720553;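 active = maximum activity change below -70%; inconclusive = maximum activity change from -70% to -50%; inactive = maximum activity change above -50%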;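 note: thallium influx rate constant from kinetic fluorescence after stimulation buffer; % is set by controls: 0 for no effect and ±100 for the full control effect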
#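 Measured as rate of thallium-driven FluxOr signal in transduced U2OS cells carrying the 3.1 channel, read kinetically for 2 min upon stimulation; values are rate constants scaled to DMSO control wells.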
# * marks the source's active call; other numbers are inactive results; ? = inconclusive; . = no result given; [ ] = another dose, or the depositor's remark. Unless noted, calls come from the whole dose curve; as a rule, active = well fitted curve in the direction sought with a large enough effect; inconclusive = small, poorly fitted or top-dose-only effect, or another doubt; inactive = no such curve, though single readings can be large; an effect the other way counts as inactive or inconclusive. Not a hit list. Share with any hit: about 14%.
SMILES,FBPA coupling cs,uPA generation,FLuc modulator,ELG1 genotoxic,Giardia kill,RORgamma inh,NPC1 promoter act,Gal4-VP16 FLuc,Rab9 promoter act,Tb PFK block,KCNH2 3.1 inh
COC(=O)CCCC(=O)N1CCC(CCC(=O)NCc2ccc(F)cc2)CC1,2,2%,-1%,5%,-10,-29%,1%,3%,1%,-5%,4
CCc1ccc(OCC(=O)NC(=S)Nc2ccc(C)cc2C)c(Br)c1,0,14%,-19%,2%,1,-23%,3%,-1%,-4%,1%,-1
Cc1ccc(-c2csc3ncn(CC(N)=O)c(=O)c23)cc1C,1,-7%,0%,2%,-14,?,-4%,-4%,-4%,1%,3
CCOC(=O)c1[nH]c(C)c(C(=O)NC(C)CC)c1C (centres undefined),0,-3%,0%,-1%,6,-22%,0%,-9%,2%,-1%,13
Cc1ccc(C(=O)N2CCCc3ccccc32)c(F)c1F,-2,-5%,-6%,0%,17,-22%,2%,-10%,-3%,-1%,4
CC(CCc1ccccc1)NC(=O)C(Cc1ccccc1)NC(N)=O (centres undefined),0,7%,1%,-3%,18,-2%,-3%,4%,-2%,-1%,12
Cn1c(CCC(=O)Nc2cc(S(C)(=O)=O)ccc2Cl)nc2cc(S(=O)(=O)N3CCOCC3)ccc21,.,-23%,4%,4%,-7,.,0%,.,-2%,1%,6
O=C(COc1ccc2c(-c3ccccc3)cc(=O)oc2c1)Nc1cccnc1,2,2%,-6%,-5%,16,27%,-33%[inhibitor],?,-32%[inhibitor],0%,8
CC(=O)Oc1cccc(N2C(=O)CC(Nc3ccc(N4CCOCC4)cc3)C2=O)c1 (centres undefined),-17,-6%,0%,0%,-4,?,1%,9%,-1%,-5%,-1
CCS(=O)(=O)NCc1ccc2c(c1)cc(C)n2C,-7,-1%,-4%,?,-14,-4%,1%,-4%,-4%,2%,4
CCCCN(C(=O)/C=C/c1ccc(OC)cc1)C1CCS(=O)(=O)C1 (centres undefined),.,-1%,-4%,-8%,6,.,0%,.,-1%,-10%,2
COc1ccc(C2CC(=O)c3cnc(NC(=O)c4ccccc4)nc3C2)c(OC)c1 (centres undefined),1,-12%,0%,-4%,13,11%,-2%,0%,5%,0%,5
S=C(Nc1ccc(Cc2ccncc2)cc1)Nc1cccc(Cl)c1,5,1%,-11%,-4%,25,-17%,-3%,7%,-6%,-14%,7
Cc1cc(C)cc(N2CC(C)(C)C2=O)c1,3,-1%,-6%,-3%,7,0%,-1%,0%,8%,-1%,-8
CCOC(=O)c1ccc(N2C(=O)CC(C(=O)OC)=C2C)cc1,1,-5%,0%,-7%,-22,-42%,0%,9%,-2%,7%,-6

# Arranged by value in Rab9 promoter act (low to high): three of the compounds above
Structure | uPA generation | RORgamma inh | NPC1 promoter act | Rab9 promoter act | Tb PFK block
Cc1ccc(C(=O)N2CCCc3ccccc32)c(F)c1F | -5% | -22% | 2% | -3% | -1%
CCOC(=O)c1ccc(N2C(=O)CC(C(=O)OC)=C2C)cc1 | -5% | -42% | 0% | -2% | 7%
CCCCN(C(=O)/C=C/c1ccc(OC)cc1)C1CCS(=O)(=O)C1 (centres undefined) | -1% | . | 0% | -1% | -10%

# Remaining list, next part:
SMILES,FBPA coupling cs,uPA generation,FLuc modulator,ELG1 genotoxic,Giardia kill,RORgamma inh,NPC1 promoter act,Gal4-VP16 FLuc,Rab9 promoter act,Tb PFK block,KCNH2 3.1 inh
CC(C)c1nc2sc3c(=O)[nH]cnc3c2c2c1CCC2,-2,-1%,3%,8%,7,33%,0%,-9%,0%,0%,9
O=C(O)C1CCCCC1C(=O)N1CCN(S(=O)(=O)c2ccc(F)cc2)CC1 (centres undefined),.,0%,0%,0%,10,-1%,-6%,2%,0%,0%,15
COc1ccc(N2CC(O)=C(c3nc4ccccc4s3)C2=N)cc1,3,1%,-2%,?,-2,-30%,12%,4%,17%,-8%,5
CCCNc1c(F)c(F)c2c(C)c3ccccc3nc2c1F,-16,6%,6µM*,?,-27,-18%,?,16%,?,13%,10
O=[N+]([O-])c1nn(-c2ccc(Cl)cc2)n(O)c1=NCc1ccccc1Cl,1,0%,?,17%,-7,-7%,16%,-18%,22%,0%,2
Nc1ccccc1N=c1ssnc1Cl,-2,3%,?,-1%,3,-40%,12%,-20%,1%,?,4
CC(C)C(NC(=O)C1CCCCC1)C(=O)NC1=NCCS1 (centres undefined),4,2%,5%,-1%,5,19%,-5%,4%,-1%,1%,6
COc1ccc(/C=N/Nc2nnc(Cc3ccccc3)c(=O)[nH]2)cc1OC,2,-4%,1.7µM*,14%,3,-43%,?,-24%,26%,-3%,17
CCC(C)c1ccc(N(CC(=O)NC(C)(C)C)C(=O)CNC(=O)c2cccs2)cc1 (centres undefined),1,16%,0%,-1%,-3,-5%,9%,-34%,4%,9%,-21
COc1ccccc1NC(=O)C[n+]1ccccc1C,4,1%,3%,4%,-17,-21%,-2%,-12%,1%,1%,-7
CCOC(=O)C1CCN(C(=O)COc2ccc(N(C)S(=O)(=O)c3ccc(OCC)cc3)cc2)CC1,0,4%,-8%,-3%,15,37%,3%,-15%,5%,0%,-3
O=C(NCCCCc1ccccc1)C1CC(c2cccc([N+](=O)[O-])c2)=NO1 (centres undefined),-1,-3%,-1%,0%,-8,19%,-3%,5%,0%,1%,-13
COC(=O)Nc1ccc(C)c2nsnc12,-2,-2%,0%,4%,15,-16%,-8%,-4%,-3%,0%,-1
CCCc1cc(C(=O)NCCc2ccc(OC)c(OC)c2)no1,-3,-11%,-3%,-5%,24,-30%,3%,?,11%,4%,4
COC(=O)c1ccc(C2CC(=O)NC3=C2C(=O)CCC3)cc1 (centres undefined),5,1%,0%,3%,15,-9%,-1%,-2%,8%,0%,5
COc1ccc(S(=O)(=O)N2CCC(Cc3ccccc3)CC2)cc1C(N)=O,6,-20%,-5%,-4%,-21,?,0%,-1%,2%,-1%,10
O=C(CN1CCN(S(=O)(=O)c2cc(C(F)(F)F)ccc2Cl)CC1)N1CCc2ccccc2C1,.,-2%,-3%,-4%,-8,.,-5%,.,-8%,-3%,-14
CCOC(=O)C1CCN(CC(=O)Nc2c(C(=O)OC)[nH]c3ccccc23)CC1,-1,.,1%,-10%,.,30%,-2%,-28%,-6%,-4%,.
O=C(Nc1ccccc1N1CCN(C(=O)c2ccc(Cl)cc2)CC1)c1ccc2c(c1)OCO2,6,-1%,2%,-6%,-11,-1%,4%,-4%,-5%,-3%,-82*
CC(C)c1ccc(NC(=O)CSc2nc(-c3ccccc3F)nc3nc[nH]c23)cc1,1,1%,6%,?,20,1%[10 µM],1%,-14%,-4%,1%,-10
FC(F)(F)c1cccc(Cn2nnnc2-c2cc(Cl)cc(Cl)c2)c1,-1,.,4%,-2%,-3,-17%,0%,1%,1%,5%,-14
Cc1ccc2nc(SCC(=O)NC3CCS(=O)(=O)C3)[nH]c2c1 (centres undefined),.,-1%,.,1%,5,.,.,.,.,-14%,7
COC(=O)[C@@H](NC(=O)Nc1cccc(OC)c1)C(C)C,0,.,0%,3%,-9,9%,1%,4%,-7%,2%,14
CC(Cl)C(=O)NC(=O)NC12CC3CC(CC(C3)C1)C2 (centres undefined),2,-4%,3%,2%,-23,29%,0%,17%,-1%,-5%,-13
COc1ccccc1NS(=O)(=O)c1cc2c(cc1C)NC(=O)CO2,5,11%,0%,-1%,10,-2%,0%,-7%,0%,1%,-13
C=CCNCC(=O)NN=C(c1ccccc1)c1ccccc1,4,13%,6%,-4%,15,-28%,2%,-1%[0.365 µM],-9%,0%,12

# Shown with values under each structure: entries from further up
# Values run as follows: FBPA coupling cs	uPA generation	FLuc modulator	ELG1 genotoxic	Giardia kill	RORgamma inh	NPC1 promoter act	Gal4-VP16 FLuc	Rab9 promoter act	Tb PFK block	KCNH2 3.1 inh
COc1ccc(S(=O)(=O)N2CCC(Cc3ccccc3)CC2)cc1C(N)=O
 : 6	-20%	-5%	-4%	-21	?	0%	-1%	2%	-1%	10
COc1ccccc1NS(=O)(=O)c1cc2c(cc1C)NC(=O)CO2
 : 5	11%	0%	-1%	10	-2%	0%	-7%	0%	1%	-13
C=CCNCC(=O)NN=C(c1ccccc1)c1ccccc1
 : 4	13%	6%	-4%	15	-28%	2%	-1%[0.365 µM]	-9%	0%	12
